# Screening data deposited in PubChem BioAssay by Johns Hopkins Ion Channel Center.
# CHT inh = inhibitors of human choline transporter CHT | Q9GZV3 | CHT-expressing cells, membrane potential dye, choline response; hits give low values | B-score at 10 µM | 0.86% of 310,000 active | AID 488975;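 active = B-score over 3 SD under the library average, and starting fluorescence ratio not unusually high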;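 note: choline stimulus applied at its EC90 after an EC20 pre-addition; B-score computed on integrated fluorescence ratio after choline addition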
# Target sequence (Q9GZV3 whole entry, looked up): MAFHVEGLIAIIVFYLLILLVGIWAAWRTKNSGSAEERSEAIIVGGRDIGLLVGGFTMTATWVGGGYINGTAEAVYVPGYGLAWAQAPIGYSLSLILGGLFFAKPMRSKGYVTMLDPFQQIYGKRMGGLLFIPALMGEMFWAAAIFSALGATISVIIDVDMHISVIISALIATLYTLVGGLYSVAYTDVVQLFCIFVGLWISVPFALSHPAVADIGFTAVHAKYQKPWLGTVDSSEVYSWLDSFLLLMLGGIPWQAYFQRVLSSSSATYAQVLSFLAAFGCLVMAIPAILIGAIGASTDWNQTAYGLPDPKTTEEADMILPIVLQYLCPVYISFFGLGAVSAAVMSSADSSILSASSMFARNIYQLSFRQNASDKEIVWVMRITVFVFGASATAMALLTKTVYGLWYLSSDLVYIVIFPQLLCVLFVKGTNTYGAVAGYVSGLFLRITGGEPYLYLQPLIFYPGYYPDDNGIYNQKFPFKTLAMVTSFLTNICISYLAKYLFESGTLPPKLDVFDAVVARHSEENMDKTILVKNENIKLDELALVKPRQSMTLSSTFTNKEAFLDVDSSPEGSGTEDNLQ
# CHT PAM = allosteric activators of human choline transporter CHT; Q9GZV3; CHT-expressing cells, membrane potential dye, choline EC20; hits give high values; LV-AA mutant CHT in HEK293 cells; B-score at 10 µM; 0.49% of 310,000 active;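 active = initial fluorescence not abnormally high and integrated response B-score, plate-corrected, over 3 SD above library mean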
# Active calls of the source: *; i = inactive.
SMILES,CHT inh,CHT PAM
O=C(COC(=O)CCCNC(=O)c1ccc(Cl)cc1)NCc1ccccc1Cl,i,i
Cc1ccc(C(N)=O)cc1S(=O)(=O)Nc1cccc(C)c1C,i,i
CCOC(=O)Cc1csc(NC(=O)COc2ccccc2OCC)n1,i,i
Cc1c(Cc2ccccc2)c(=O)oc2c(C)c(OCC(=O)N[C@@H](Cc3ccccc3)C(=O)O)ccc12,i,i
Cn1c(SCc2nc3ccccc3s2)nnc1-c1cccs1,-5.1*,i
COc1cc(CNn2cn[nH]c2=S)cc(Cl)c1OCc1ccc(F)cc1,i,i
COc1ccccc1NC(=O)CSc1nc(=O)n(CCN(C)C)c2c1CCCC2,i,i
COc1ccc(S(=O)(=O)N2CCCC2CNC(=O)C(=O)NCc2cccs2)cc1 (centres undefined),i,i
CCOC(=O)C1CCCN(C(=O)C2CCN(S(=O)(=O)c3cnc[nH]3)CC2)C1 (centres undefined),i,i
CS(=O)(=O)c1ccc(-c2nnn(CC(N)=O)n2)cc1,i,i
CCCC(=O)Nc1ccc(S(=O)(=O)Nc2cc(OC)nc(OC)n2)cc1,i,i
C/C(CC(=O)Nc1cc(C)ccn1)=N\NC(=O)c1ccc(C(C)(C)C)cc1,i,i

# Given with values under each structure: part of the list above
# Sequence of screens: CHT inh, CHT PAM
- O=C(COC(=O)CCCNC(=O)c1ccc(Cl)cc1)NCc1ccccc1Cl
→ i, i
- Cc1ccc(C(N)=O)cc1S(=O)(=O)Nc1cccc(C)c1C
→ i, i
- CCOC(=O)Cc1csc(NC(=O)COc2ccccc2OCC)n1
→ i, i
- Cc1c(Cc2ccccc2)c(=O)oc2c(C)c(OCC(=O)N[C@@H](Cc3ccccc3)C(=O)O)ccc12
→ i, i
- Cn1c(SCc2nc3ccccc3s2)nnc1-c1cccs1
→ -5.1*, i
- COc1cc(CNn2cn[nH]c2=S)cc(Cl)c1OCc1ccc(F)cc1
→ i, i
- COc1ccccc1NC(=O)CSc1nc(=O)n(CCN(C)C)c2c1CCCC2
→ i, i

# The list goes on:
SMILES,CHT inh,CHT PAM
COc1cc(NC(=O)CSc2nnc(-c3cc(C)on3)o2)cc(OC)c1,i,i
Cn1nc(C(=O)N2CCOCC2)c2ccccc2c1=O,i,i
Cc1cccc(-c2noc(CN(C)C(=O)c3ccco3)n2)c1,i,i
CC1(NC(=O)C2CCCCC2)CCS(=O)(=O)C1 (centres undefined),i,i
COCCNC(=O)C(OC(=O)c1cccs1)c1ccccc1 (centres undefined),i,i
CC(=O)NC1C(=O)N(CCN2CCOCC2)c2ccc(C)cc21 (centres undefined),i,i
CC(=O)N/C(=C\c1ccccc1)C(=O)OCC(=O)N1CCCCCC1,i,i
CCCCn1c(NCc2ccc(N(C)C)cc2)nc2ccccc21,i,i
O=C(c1ccc(N2CCCC2=O)cc1)N1CCN(c2ccc(Cl)cc2)CC1,i,i
Cc1ccc2nc(CCc3nc4ccc(C)cc4[nH]3)[nH]c2c1,i,i
CCN(CC)P(=O)(/C(Cl)=C\Nc1c(C)n(C)n(-c2ccccc2)c1=O)N(CC)CC,i,i
CCOC(=O)C1CCN(S(=O)(=O)c2ccc(C(=O)OC)cc2)CC1,i,i
Cc1cc(C)c(NC(=O)C2CC(=O)N(C(C)C)C2)c(C)c1 (centres undefined),i,i
Cc1cc(CN(C)C(=O)CCc2nnc(Cc3cccc(C(F)(F)F)c3)o2)on1,i,i
Cc1ccc(NC(=O)c2cnc3ccccc3n2)cc1C,i,i
O=C1CSC2(N1)C1CC3CC(C1)CC2C3 (centres undefined),i,i
CN(C)CCCOC(=O)c1cc2ccccc2o1,i,i
CC1(C)CCCC2=C1CC1C(=O)N(O)C(=O)C1C2 (centres undefined),i,i
O=C1OCCC1Sc1nc2ccccc2n1Cc1ccccc1 (centres undefined),i,i
COC(=O)C(Cc1csc2ccc(Cl)cc12)NC(=O)c1ccc(Cl)cc1 (centres undefined),i,i
COCCCNC(=S)Nc1ccc(N2CCCCC2)cc1,i,i
CC(C)CCC(O)(CCC(C)C)C(=O)NN1CCCCC1,i,i
Cc1ccccc1NC(=O)c1cc2c(C)nc3ccccc3c2o1,i,i
COc1ccccc1CNC(=O)CN1CCN(Cc2ccc(Cl)cc2)C1=O,i,i
COc1cc(C)ccc1N(CCCN1C(=O)c2cccc3cccc(c23)C1=O)C(=O)c1cccs1,i,i
COc1ccc(Cc2nnc(NC(=O)Nc3ccccc3)s2)cc1OC,i,i
Cc1cc(/C=C2\SC(=S)NC2=O)c(C)n1C,i,i
CCOc1ccc(S(=O)(=O)N2CCCCC2)cc1NC(=O)CN1C(=O)NC(C)(c2ccc(C)cc2)C1=O (centres undefined),i,i
CCOc1ccc(S(=O)(=O)N2CCCCC2)cc1NC(=O)C1=COCCO1,i,i
Nc1c(Cl)ncnc1N1CCOCC1,i,i
CC1(C)CC(=O)C2=C(C1)OC(c1ccc(O)cc1)C(C#N)=C2N (centres undefined),i,i
COC(=O)C1=C(C)N(c2ccc(OC)cc2)C(C)=C(C(=O)OC)C1c1ccc(OC)cc1,i,i
CC(C)CNC(=O)CC(=O)N/N=C/c1cccs1,i,i
C#CC(C)(CC)NC(=O)c1cc2nc(C3CC3)cc(C(F)(F)F)n2n1 (centres undefined),i,i
CC1CCN(c2nc(-c3ccncc3)nc3ccccc23)CC1,i,i
CCN(Cc1ccncc1)C(=O)c1cc(Br)cc(Br)c1O,i,i
O=C(CSc1cn(CCNC(=O)c2cccs2)c2ccccc12)NCC1CCCO1 (centres undefined),i,i
CC(=O)NC(CC(=O)N(C)C1CCCCC1)c1ccccc1 (centres undefined),i,i
COc1ccc(CCNC(=O)C23CCC(C)(C(=O)O2)C3(C)C)cc1OC (centres undefined),i,i
Cc1ncsc1C(=O)N1CCCC(CNS(=O)(=O)c2cccs2)C1 (centres undefined),i,i
O=C(Nc1ccon1)c1cccc(C(F)(F)F)c1,i,i
N#CC(c1cccc(Cl)c1)c1ncc(C(F)(F)F)cc1Cl (centres undefined),i,i
CN(C)S(=O)(=O)c1ccc2c(c1)nc(CCC(=O)Nc1ccc(N3CCOCC3)cc1)n2C,i,i
CS(=O)(=O)N(CC(=O)NCc1ccccc1Cl)Cc1ccccc1,i,i
CC(=O)c1cccc(NC(=O)c2ccc(NS(C)(=O)=O)cc2)c1,i,i
CC(C)CN(CCNC(=O)CN1C(=O)COc2ccc(S(=O)(=O)N3CCOCC3)cc21)CC(C)C,i,i
CCCCOC(=O)Nc1nnc(C(C)C)s1,i,i
CCOC(=O)N1CCC(NC(=O)c2cc(COc3ccccc3SC)on2)CC1,i,i
CCOC(=O)c1sc(NC(=O)CSc2n[nH]c(-c3ccccc3)n2)c(C#N)c1C,i,i
Cc1cccc(NC(=O)c2csnn2)n1,i,i
COCCN(Cc1cc2cc(C)c(C)cc2nc1Cl)C(=O)N1CCOCC1,i,i
Cc1ccc(NS(=O)(=O)c2ccc3c(c2)NC(=O)CCS3)c(Cl)c1,i,i
CCOc1ccc(/C=C/C(=O)c2ccccc2)cc1,i,i
COc1ccccc1-n1c(-c2cccnc2)n[nH]c1=S,i,i
CCOc1ccc(-c2cc(N)n(S(=O)(=O)c3ccc(OC)cc3)n2)cc1,i,i
O=C(CN1C(=O)S/C(=C\c2ccccc2F)C1=O)NC1C=CS(=O)(=O)C1 (centres undefined),i,i
O=C(NC1CCN(S(=O)(=O)c2ccccc2)CC1)c1ccc(F)cc1,i,i
Cc1c(NC(=O)CSc2ccccc2C(=O)Nc2cccnc2)c(=O)n(-c2ccccc2)n1C,i,i
COc1ccc(C(C)=O)cc1CC(=O)Nc1ccc2c(c1)CCC2,i,i
CCC1=NN2C(=N)/C(=C/c3cc(C)n(Cc4ccccc4)c3C)C(=O)N=C2S1,i,i

# Following part
SMILES,CHT inh,CHT PAM
C=CCN(Cc1nc(-c2ccc(OC)cc2)no1)C(=O)c1ccc2c(c1)OCO2,i,i
Cc1ccc(NS(=O)(=O)c2c(C(=O)N3CCCCCC3)c(C)n(C)c2C)cc1C,i,i
COc1cccc2c1OCC(C(=O)Nc1nccs1)=C2,i,i
Cc1cc(N(C)C)cc(C)[n+]1[O-],i,i
COc1ccccc1N1CCN(c2ccnc3cc(Cl)ccc23)CC1,i,i
COc1ccc(N(CC(=O)Nc2ccc(C(N)=O)cc2)S(=O)(=O)c2ccc(C)c([N+](=O)[O-])c2)cc1,i,i
COc1ccc(S(=O)(=O)CCC(=O)Nc2cc(C)ccc2OC)cc1,i,i
Cc1ccc(-c2n[nH]c(=O)c3ccccc23)cc1S(=O)(=O)NCCN1CCOCC1,i,i
O=C(O)CSc1nnc(CNc2ccc(Cl)cc2)n1Cc1ccccc1,i,i
CC12CCC(=O)N1C(C(=O)Nc1cc(C(F)(F)F)ccc1N1CCCCC1)CS2 (centres undefined),i,i
COC(=O)c1ccccc1NC(=O)CNC(=O)c1ccco1,i,i
Cc1ccc2c3c(c(SCC(=O)Nc4nonc4C)nc2c1)CCCC3,i,i

# Profiles, quoted from the list. Screens in order: CHT inh, CHT PAM
# COc1ccccc1N1CCN(c2ccnc3cc(Cl)ccc23)CC1 reads i, i
# COc1cccc2c1OCC(C(=O)Nc1nccs1)=C2 reads i, i
# C=CCN(Cc1nc(-c2ccc(OC)cc2)no1)C(=O)c1ccc2c(c1)OCO2 reads i, i

# (list continues)
SMILES,CHT inh,CHT PAM
COC(=O)C1CCN(S(C)(=O)=O)CC1,i,i
CCOc1ccccc1NC1=C(Cl)C(=O)N(Cc2ccccc2)C1=O,i,i
O=C(NC(=S)Nc1ccc(S(=O)(=O)N2CCCC2)cc1)c1cccs1,i,i
CCCOc1c(Br)cc(C(=O)OCC(=O)NC2CC2)cc1OC,i,i
CCc1ccc(NC(=O)NC(C)c2ccc3c(c2)OCO3)cc1 (centres undefined),i,i
C=CCNc1nc(Nc2ccc(OC)cc2OC)nc(OCC)n1,i,i
CNC(=S)N(Cc1ccco1)Cc1cc2cc(OC)c(OC)cc2[nH]c1=O,i,i
Nc1c(-c2ccc(Cl)cc2)cnc2ncnn12,i,i
CCCCc1ccc(NC(=S)Nc2ccc(Cl)c(S(=O)(=O)N(C)C)c2)cc1,i,i
Cc1csc(=O)n1CC(=O)OCC(=O)Nc1cc(Cl)ccc1[N+](=O)[O-],i,i
CCN(CC)C(=O)N1CCc2ccccc2C1CN1C(=O)c2ccccc2C1=O (centres undefined),i,i
Brc1ccc(C2=Nc3cccc4cccc(c34)N2)o1,i,i
O=C(CCN1C(=O)c2ccccc2C1=O)OCN1C(=O)c2ccccc2C1=O,i,i
CC(=O)c1cccc(NC(=O)CN(C)S(=O)(=O)c2ccc3c(c2)CC(C)N3C(C)=O)c1 (centres undefined),i,i
COCCCN1C(=O)C(O)=C(C(C)=O)C1c1cccc(F)c1 (centres undefined),i,i
Cc1cc(NC(=O)c2ccc(NC(=O)c3cccs3)cc2)no1,i,i
Cc1nc2ccc(C(=O)OCc3nnc(-c4ccc(Br)cc4)o3)cc2nc1C,i,i
COc1cc(C2C3=C(CCCC3=O)Nc3[nH]n(-c4ccccc4)c(=O)c32)cc(OC)c1OC (centres undefined),i,i
CCS(=O)(=O)c1nc(S(=O)(=O)c2ccc(C)cc2)c(N2CC(C)CC(C)C2)s1 (centres undefined),i,i
COc1ccc(CN(C)C(=O)c2cc(-c3ccc(C)cc3C)nc3ccccc23)c(OC)c1OC,i,i
CCC(C)(C)NC(=O)C(c1cccn1C)N(C(=O)Cn1nnc2ccccc21)c1ccc(F)cc1 (centres undefined),i,i
COCc1cc(C(C)=O)ccc1OCC(=O)Nc1ccc(NC(C)=O)cc1,i,i
COc1ccc(CNC(=O)[C@H](Cc2c[nH]c3ccccc23)NC(C)=O)cc1OC,i,i
Cc1csc2ncc(C(=O)Nc3ccccc3Cl)c(=O)n12,i,i
COCCn1c(CN(Cc2ccccc2)Cc2ccccc2)nc2c1c(=O)n(C)c(=O)n2C,i,i
CC#CCN(Cc1ccco1)C(=O)C1CCC(=O)N(Cc2ccccc2F)C1 (centres undefined),i,i
COc1ccccc1N(CC(O)COc1c(C)cc(C)cc1C)S(=O)(=O)c1ccccc1 (centres undefined),i,i
Cc1ccc(S(=O)(=O)NC2CCCC(C(=O)O)C2)cc1 (centres undefined),i,i
Cc1ccnc(NC(=O)CSc2ccc3c(c2)OCCO3)c1,i,i
O=C(Cc1ccc(Cl)cc1)Nc1ccc(-c2nnc(-c3ccco3)o2)cc1,i,i
Cn1cccc1/C=C1\SC(=S)N(NC(=O)c2cccc(Cl)c2)C1=O,i,i
COc1cccc(CN2CC(C(=O)NCc3ncc(C)[nH]3)CCC2=O)c1 (centres undefined),i,i
CCCNC(=O)Nc1cccc(NC(C)=O)c1,i,i
COc1ccc(C2c3c(ccc4ccccc34)Oc3ncn4nc(Cc5ccccc5)nc4c32)cc1OC (centres undefined),i,i
O=C(NCc1cccc(C(F)(F)F)c1)C1CC(c2cccc(F)c2)=NO1 (centres undefined),i,i
Cc1ccc(C(=O)OCC(=O)N2C(C)CCCC2C)cc1S(=O)(=O)N1CCCCC1 (centres undefined),i,i
CCOc1ccc(Nc2nnc(Cc3ccc(OC)cc3)c(=O)[nH]2)cc1,i,i
CCCN(CC1CC1)C(=O)COC(=O)c1ccc2c(c1)C(=O)N(c1ccc(OCC)cc1)C2=O,i,i
O=C(NCCOc1ccc(Cl)cc1)C1CC(=O)N(c2ccc(F)cc2)C1 (centres undefined),i,i
